High-throughput results as filed in PubChem.
miR-122 sensor: inhibitors of miR-122 in Huh7 cells; Huh7 miR-122 Renilla luciferase sensor, 48 h; neutral wells = 0, positive control = 100; activation (reporter increase), % at 12.5 µM; 340,000 compounds, 0.3% hits;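 active = mean replicate activation score at least 90 and every replicate individually at or above 90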;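 also: higher luciferase means less miR-122 activity so hits act as miR-122 inhibitors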
PAX8 reporter: lowers PAX8-driven luciferase in RMG-I cells; inhibition, % at 12.6 µM; RMG-I TPO-luciferase reporter, SteadyGlo, 24 h; 360,000 compounds, 1.2% hits; AID 652154;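 active = mean replicate inhibition at least 60% with every replicate also reaching 60%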;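 also: luciferase light reporting Pax8 driven TPO promoter activity; plate controls were median of neutral control wells for no effect and mitoxantrone controls for full effect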
Cneo AK release: Cryptococcus neoformans lysis via adenylate kinase release. C. neoformans lysis, adenylate kinase release luminescence, 4 h; normalised: neutral wells 0, clomiphene wells 100. lysis activity, % at 15 µM. 360,000 compounds, 0.2% hits. AID 651654;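 active = mean lysis activity across replicates of at least 80%, whatever share of replicates individually reach that level; inactive = mean lysis activity below 80%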
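Signal: Adenylate kinase release luminescence | Assay system: Log-phase Cryptococcus neoformans yeast cells | Input: Cells at 5 × 10^6 per mL | Buffer or medium: Fresh YPD growth medium | Compound: Single dose | Schedule: Static 4 h at 37 °C with compound, 1 h detection | Controls: Clomiphene | Read-out: Luminescence rise reflecting yeast cell lysis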
FN deposition inh: fibronectin deposition inhibition; AID 743247; inhibition, % at 12.6 µM; AH1F fibroblasts, Alexa488-fibronectin deposition fluorescence, overnight; 350,000 compounds, 0.086% hits;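 active = mean inhibition across replicates of 30% or more, regardless of how many single replicates reach that level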;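 also: positive control wells lacked labelled fibronectin entirely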
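Material – AH1F fibroblast monolayer, labelled fibronectin deposition · Reagent – labelled fibronectin 24 nM · Timing – 1 h adhesion, overnight exposure · Measured by – fluorescence at 485 nm excitation, 525 nm emission · Read-out – inhibition of fibronectin deposition signal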
EWS-Fli block: inhibitors of EWS/Fli oncoprotein transcriptional activity; A673 NR0B1-luciferase reporter, viability-normalised; inhibition, % at 12.6 µM; 350,000 compounds, 0.67% hits; AID 651661;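 active = mean inhibition of at least 50% after viability correction, with every replicate also passing that limit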;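 also: firefly luciferase signal divided by Alamar Blue viability fluorescence both relative to DMSO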
LGR2 inh: inhibitors of bursicon-induced Drosophila LGR2 receptor cAMP signaling. HEK293 LGR2, CRE-luciferase, bursicon-stimulated, 4 h. inhibition, % at 9.99 µM. 380,000 compounds, 0.35% hits;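 active = drop in luminescence signal, shown as inhibition above about 50% in the replicate tests, limit read from the data, passing the limit was not always enough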;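 also: agonist challenge used bursicon conditioned medium at about half maximal strength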
PGC1a acetyl inh: PGC1a acetylation modulation, inhibitor mode; inhibition, % at 15.6 µM; U2OS PGC1a acetylation, AlphaScreen anti-acetyl-lysine; with virally co-expressed GCN5 acetyltransferase; 350,000 compounds, 0.17% hits; AID 651687;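 active = every replicate shows inhibition of at least 40%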;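 also: 0% = neutral control wells and 100% = positive control wells; some results beyond the cut were filed as inactive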
Casp6 inh: inhibitors of human caspase-6; P55212; purified caspase-6, Z-VEID-R110 cleavage fluorescence; inhibition, % at 12.5 µM; 350,000 compounds, 0.53% hits; AID 686996;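 active = mean inhibition across replicates at least about 35%, with every replicate also reaching that limit, limit read from the data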;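 also: 0% = median of neutral control wells and 100% = no fluorescence left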
Target sequence (P55212 24-179 limits assumed): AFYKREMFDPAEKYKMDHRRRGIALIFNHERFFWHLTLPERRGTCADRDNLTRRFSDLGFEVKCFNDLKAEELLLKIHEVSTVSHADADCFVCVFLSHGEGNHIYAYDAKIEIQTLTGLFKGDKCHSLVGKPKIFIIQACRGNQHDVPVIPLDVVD
Target sequence (P55212 194-293 limits assumed): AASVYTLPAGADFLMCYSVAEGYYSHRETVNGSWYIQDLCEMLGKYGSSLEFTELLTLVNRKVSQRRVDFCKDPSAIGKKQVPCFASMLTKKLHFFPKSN
* = called active by the depositor; · = not tested or not shown; & = joins results of further samples; [ ] = dose if it differs, or a comment.

SMILES	miR-122 sensor	PAX8 reporter	Cneo AK release	FN deposition inh	EWS-Fli block	LGR2 inh	PGC1a acetyl inh	Casp6 inh
COc1cccc(S(=O)(=O)N2CCCCN3[C@H](CO)[C@@H](c4ccc(C#CC5CC5)cc4)[C@@H]3C2)c1	-8[16.7 µM]	-8	-5	·	8	16	0	-1
O=S(=O)(c1ccc(F)cc1)N1CC[C@@H]2[C@@H](CO)Nc3ccc(C#Cc4cccc(F)c4)cc3[C@@H]21	·	15	·	-20	-4	9	6	-2
CCOc1ccccc1C(=O)NC(C(=O)OCn1nnc2ccccc2c1=O)C(C)C (configuration not stated)	1	12	1	6	1	21	·	-2
CCN(CCO)c1ncnc2c1sc1nc(CC(C)C)c3c(c12)CC(C)(C)OC3	3	1	2	8	·	·	11	·
COc1ccccc1CCC(=O)OCC(=O)Nc1ccc(C)c(S(=O)(=O)N2CCCCC2)c1	0	-12	2	-6	0	0	1	-4
Nc1nnc(/C=C/c2ccccc2)s1	-2	-94	·	·	-44	-20	4	0
O=C(Nc1nnc(SCc2cccc(F)c2)s1)c1ccco1	·	-10	·	0	1	11	7	-1
O=c1[nH]c(CN2CCOCC2)nc2scc(-c3ccccc3)c12	5	4	·	0	6	5	21	1
CC(=O)Nc1cc([N+](=O)[O-])ccc1N1CCOCC1	·	-1	·	-4	-16	9	·	-3
C[C@H](CO)N1C[C@H](C)[C@@H](CN(C)C(=O)c2ccc3ccn(C)c3c2)OCc2cn(nn2)CCCC1=O	-3	-11&-3&17	8&-3	2&1	-9&1&2	6&11	8&9&6	1&-1
O=C(COC(=O)c1ccc2c(c1)OCCO2)Nc1ccc(F)cc1F	-7	-10	1	-14	-14	-7	18	0
NC(=O)c1ccc(-c2nnc(Nc3ccc(S(N)(=O)=O)cc3)c3ccccc23)cc1	·	25	-1	-4	3	6	-4	2
CC(NS(=O)(=O)c1ccc(Cl)cc1)C(=O)N1CCOCC1 (configuration not stated)	3	4	4	-3	2	5	·	-2
Cc1ccc(Cc2c(C)nc3nc(SCC(=O)NCCCN4CCCCC4)nn3c2C)cc1	-3	1	2	-6	-7	5	-7	-88
C[C@H](CO)N1C[C@H](C)[C@@H](CN(C)C(=O)Nc2ccccc2)Oc2c(NS(=O)(=O)c3ccccc3)cccc2C1=O	58[16.7 µM]	-11&2	48&-1	-1&-4	-5&-22	4&-16	16	0&1
COc1ccc(C(=O)Nc2ccc(C)cc2C(=O)c2ccccc2)cc1	·	-2	·	-5	2	2	·	2
[O-][n+]1c2ccccc2c2n1CCCN=C2c1ccc(Cl)cc1	14	2	0	-39	-97	-94	2	2
O=C(CSc1nnc(-c2c[nH]c3ccccc23)n1C1CC1)NC1CCS(=O)(=O)C1 (configuration not stated)	4	12	12	-2	1	14	-4	2
Nn1c(SCC(=O)Nc2ccccc2)nnc1-c1cccnc1	-2	·	-4	·	·	-8	5	·
CC(C)C(NS(=O)(=O)c1cccc2nsnc12)C(=O)N1CCn2c1nc1ccccc12 (configuration not stated)	11	9	-1	-2	-1	-3	-3	0

As a working copy, 4 of the compounds above:
SMILES	miR-122 sensor	PAX8 reporter	Cneo AK release	FN deposition inh	EWS-Fli block	LGR2 inh	PGC1a acetyl inh	Casp6 inh
O=C(COC(=O)c1ccc2c(c1)OCCO2)Nc1ccc(F)cc1F	-7	-10	1	-14	-14	-7	18	0
NC(=O)c1ccc(-c2nnc(Nc3ccc(S(N)(=O)=O)cc3)c3ccccc23)cc1	·	25	-1	-4	3	6	-4	2
CC(NS(=O)(=O)c1ccc(Cl)cc1)C(=O)N1CCOCC1 (configuration not stated)	3	4	4	-3	2	5	·	-2
Cc1ccc(Cc2c(C)nc3nc(SCC(=O)NCCCN4CCCCC4)nn3c2C)cc1	-3	1	2	-6	-7	5	-7	-88

More structures follow:
SMILES	miR-122 sensor	PAX8 reporter	Cneo AK release	FN deposition inh	EWS-Fli block	LGR2 inh	PGC1a acetyl inh	Casp6 inh
COc1ccc(-c2coc3c(C(=O)NCCN4CCOCC4)cccc23)c(C)c1	1	3	-9	-10	17	6	11	4
C[C@@H]1CN([C@@H](C)CO)S(=O)(=O)c2ccc(C#CC3CC3)cc2O[C@@H]1CN(C)Cc1cccnc1	-23[16.7 µM]	·	0	·	-2	2	·	2
CCN1C(=NCCCOC(C)C)N[C@@H](CCc2ccccc2)[C@H](C(=O)NCCCOC(C)C)[C@H]1C	1	34	2	-13	14	-8	7	-1
CCc1csc(CCNC(=O)C2CCC(=O)N(CCc3cccc(F)c3)C2)n1 (configuration not stated)	-11	-2	5	9	·	-1	·	7
CCCN1C[C@H](C)[C@@H](OC)CN(C)C(=O)c2cc(NC(=O)C3CC3)ccc2OC[C@H]1C	·	4	-2	-6	-3	5	-13	0
NS(=O)(=O)c1ccc(N2N=C(c3ccccc3)CC2c2ccc(Br)cc2)cc1 (configuration not stated)	-6	3	-1	-1	6	28	-16	2
CO[C@H]1CN(C)C(=O)c2ccc(NC(=O)c3ccccc3)cc2OC[C@@H](C)N(C(=O)C2CC2)C[C@@H]1C	51[16.7 µM]	8	-1	-25	-1	14	-2	·
CNC(=S)Nc1ccc([N+](=O)[O-])cc1C	8	-3	3	7	-2	-8	3	-2
CCC(=O)NNc1ncnc2c1cnn2-c1ccccc1	3	-4	-1	7	-6	0	1	-2
O=C(Nc1ccccc1)c1ccccc1CCc1ccccc1	3	·	17	-4	·	17	-7	·
Cc1cccc(NCN2C(=O)C3C4C=CC(C4)C3C2=O)c1 (configuration not stated)	-1	·	5	·	-17	-19	9	-5
CN1C(=O)CC(N2CCN(c3ccccc3)CC2)C1=O (configuration not stated)	-3	14	0	-5	·	·	7	·
Cc1ccc(CNC(=O)CN(C)S(=O)(=O)c2ccc(F)cc2)cc1	·	13	·	-1	14	-4	·	-4
Cc1ccc(S(=O)(=O)N2CCN(C(=O)c3cc(S(=O)(=O)N4CCOCC4)c(Cl)cc3Cl)CC2)cc1	2	-24	-1	-8	8	12	5	5
Cc1ccc(NC(=O)C(C)Sc2nnc(-c3cccnc3)n2-c2ccccc2)cc1 (configuration not stated)	0	·	0	1	·	-1	-12	·
COc1cc(C(=S)N2CCOCC2)cc(OC)c1O	5	-9	-1	-5	0	33	-6	0
C[C@H]1CN([C@@H](C)CO)C(=O)c2cc(C3=CCCC3)cnc2O[C@@H]1CN(C)Cc1ccc(C(=O)O)cc1	-8[16.7 µM]	10	51	-23	-7	0	0	-1
C[C@@H]1CN([C@@H](C)CO)C(=O)c2cccc(N(C)C)c2O[C@@H]1CN(C)Cc1ccc(C(=O)Nc2ccccc2N)cc1	109*[16.7 µM]	37	61	·	54*	·	-10	1
O=C(NCCn1ccc2ccccc21)c1ccc(S(=O)(=O)N2CCCCC2)cc1	-2	11	-3	-4	16	0	-10	0
Cc1csc(CNC(=O)c2ccc(OC3CCN(CCc4ccccc4)CC3)cc2)n1	2	4	-1	-4	·	-15	-4	2
Cc1cc(C)c(NC(=O)CN(C)CC(=O)N(C)CC(=O)Nc2c(Cl)cccc2Cl)c(C)c1	8	-3	-1	-9	0	7	-1	-2
Cc1sc2ncnc(Sc3nnnn3-c3ccccc3)c2c1C	-1	·	-1	·	·	66*	1	·
COc1ccc(S(=O)(=O)N2CCN(C(=O)c3ccc(COc4ccccc4)o3)CC2)cc1	-3	8	0	6	-4	-6	-8	0
Nc1nc(NCc2c(F)cccc2Cl)nn1-c1ccccc1	-5	-42	5	-5	·	·	9	·
NNc1nc2cccnc2n(CCNc2ncc(C(F)(F)F)cc2Cl)c1=O	4	4	-1	-2	14	·	4	2
Nc1nc2ccc(C(=O)NCCOC(=O)C3CCCCC3)cc2s1	·	-118	·	15	-3	-1	·	·
COc1ccc(S(=O)(=O)N2CCCC2)cc1C(=O)O	-3	7	-1	11	3	20	·	0
COC(=O)c1cnc(NC(=O)C2(C)CCCN(C(C)=O)C2)s1 (configuration not stated)	·	-32	0	0	-10	9	7	0
O=C(Cc1cc(=O)[nH]c(=O)[nH]1)NCCN1CCOCC1	-2	-10	4	3	8	20	11	0
C[C@H](CO)N1C[C@H](C)[C@@H](CN(C)Cc2ccc(F)cc2)Oc2ncc(-c3cncnc3)cc2C1=O	-4[16.7 µM]	-39	0	-5	-4	23	-7	-2
COc1ccc2c3c([nH]c2c1)[C@@H](CO)N(Cc1cccc(Cl)c1)CC31CN(C(C)=O)C1	·	-23	·	·	20	-7	20	4
CC(C)NC(=O)N1[C@H](CO)[C@H](c2ccccc2)[C@@H]1CNC(=O)CN(C)C	50[16.7 µM]	1	1	18	9	3	-6	·
COc1cc(/C=C(\C#N)C(=O)NCC2CCCO2)ccc1OCCC(C)C (configuration not stated)	·	0	·	-4	-13	1	·	2
CCOC(=O)CSc1nnc(-c2cccc(Cl)c2)n1CC	-1	8	0	6	·	·	-7	·
Cc1ccc(C2=NS(=O)(=O)N(C)C(C(=O)NCc3cccs3)=C2)cc1	·	1	-1	-1	15	7	·	2
COc1ccc(CNC(=O)C[C@@H]2C[C@H]3c4cc(NC(=O)CN(C)C)ccc4O[C@H]3[C@H](CO)O2)cc1	1[16.7 µM]	-4	11	·	-5	-1	0	1
N#Cc1ccc(-c2nc3c4ccccc4ccn3c2Cc2cccc(Cl)c2)cc1	2	8	-1	-3	8	-10	-2	1
C[C@H]1CN([C@@H](C)CO)C(=O)c2cc(NS(=O)(=O)c3ccccc3)ccc2O[C@H]1CN(C)Cc1ccc2c(c1)OCO2	-9[16.7 µM]	11	0	2	2	2	-2	2
O=C(NC1CCCCC1)c1cc(S(=O)(=O)N2CCCC2)ccc1Cl	·	6	3	0	·	6	·	-3
C[C@H](CO)N1C[C@H](C)[C@H](CN(C)S(=O)(=O)c2ccc(F)cc2)Oc2ccc(NS(=O)(=O)c3ccccc3)cc2C1=O	1[16.7 µM]	-1	·	·	9	7	0	·

Single values from the list:
Result of `O=C(NC1CCCCC1)c1cc(S(=O)(=O)N2CCCC2)ccc1Cl` under FN deposition inh: 0
Result of `O=c1[nH]c(CN2CCOCC2)nc2scc(-c3ccccc3)c12` under PGC1a acetyl inh: 21

Going on with the list:
SMILES	miR-122 sensor	PAX8 reporter	Cneo AK release	FN deposition inh	EWS-Fli block	LGR2 inh	PGC1a acetyl inh	Casp6 inh
CCCc1nc2oc3ccccc3c(=O)c2c(=O)n1-c1ccccc1	3	-29	1	0	-117	-60	-1	4
Cc1ccc(CC(=O)NCc2ccc(F)cc2)cc1	58	-4	·	0	47	-9	3	-2
COc1ccc(CCN(C)CC(=O)Nc2ccc(F)c(Cl)c2)cc1OC	-4	-3	1	0	10	7	-4	-5
C=CCn1c2ccccc2c(=O)c2cc(C#CC[C@@H](C)O)ccc21	1	-201	-5	8	-188	-97	13	-1
CCOC(=O)c1c(NC(=O)CSc2cccc[n+]2[O-])sc(C(=O)Nc2ccccc2)c1C	·	-133	·	11	-103	-58	-7	10
CCCCCCC1/C(=N\NC(=O)c2ccccc2)CCC1C(=O)OC (configuration not stated)	-1	9	-1	2	-15	-7	0	2
Cc1cccc(Oc2nc(-c3cccc([N+](=O)[O-])c3)nc3ccccc23)c1C	4	-11	0	-1	·	·	11	·
CCCCCOC(=O)c1ccc(NC(=O)c2ccco2)cc1	-5	-23	4	-11	·	·	-5	·
COC(=O)CNC(=O)COC(=O)Cc1ccc(Cl)cc1	·	6	·	-13	1	0	4	1
O=C(O)[C@@H]1Cc2c([nH]c3ccccc23)C2CCC(=O)N21 (some centres not stated)	1	31	1	6	7	-7	-13	19
